Screening results as filed in PubChem.
CCT modulator: modulators of cytosolic chaperonin (CCT/TRiC) activity. purified chaperonin ATPase assay, HTRF ADP detection, 30 min. activity change, % (test concentration not listed), hits read low. 360,000 compounds, 0.3% hits. AID 651819; in the data active = activity change below about -30%; note: % is set by controls: 0 for no effect and ±100 for the full control effect
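TRiC at 40 or 20 nM final (batch-dependent) in 30 mM Tris pH 7.4, 100 mM KCl, 5 mM MgCl2, 1 mM DTT, with compound at single 76 uM and 10 uM ATP, 30 min at 37 deg C. ADP detected by HTRF Transcreener, 665/615 ratio.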
WRN helicase inh: blocks human WRN helicase. Q14191. WRN helicase unwinding, fluorescent forked duplex, kinetic. Potency, µM (titrated, usually from 114 µM), without a hit: top-dose activity change, negative = inhibition, actives largely listed as inhibitors. 360,000 compounds, 0.46% hits. AID 651768; note: potency is the fitted concentration of half-maximal effect; % is set by controls: 0 for no effect and ±100 for the full control effect; nearly all actives have a fitted effect of over 55% in size
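Kinetic fluorescence helicase assay: unwinding of a quenched forked DNA duplex (100 nM final) with 2 mM ATP final raises red fluorescence (525/598 nm). Compounds sat 15 min at room temperature with 20 nM WRN beforehand.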
EPAC1 antagonist: EPAC1 (human) antagonism. EPAC1 GEF assay, Rap1b-BODIPY-GDP exchange fluorescence. Potency, µM (titrated, usually from 115 µM), inactives show at the top dose activity change, negative = inhibition, usual class: inhibitors. 360,000 compounds, 0.14% hits. AID 720709;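 note: potency is the fitted concentration of half-maximal effect; plate controls were vehicle for no effect and positive control for full effect; nearly all actives have a fitted effect of over 50% in size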
EPAC1 agonist: EPAC1 (human) agonism | 360,000 compounds, 0.073% hits | EPAC1 agonist qHTS, biochemical assay; response scale: 100% = response to 6.5 mM cAMP | Potency, µM (titrated, usually from 154 µM), for inactives: at the highest dose activation, hits mostly activators | AID 720707 | O95398; note: potency is the fitted concentration of half-maximal effect; nearly all actives have a fitted effect of over 60% in size
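Nucleotide exchange by EPAC1 (100 nM) on Rap1B–BODIPY-GDP (250 nM) in the presence of 50 uM GDP is tracked fluorescently at 480/540 nm over 30 min. Signals are normalized to a 6.5 mM cAMP control.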
IL-2 act: activators of IL-2. IL-2 activation reporter assay, cell-based qHTS; stimulated with anti-CD3/CD4/CD28 beads; in transgenic mouse T cells. activation, % (series mostly up to about 46 µM). 360,000 compounds, 0.065% hits. AID 652025; in the data active = activation above about 50%; inconclusive = mostly about 30% to 49%; note: 0% is about no effect
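Readout is EGFP and DsRed signal by fluorescent plate cytometry after 18 h at 37 degrees C. Transgenic mouse T cells (750/well) received compound for 60 min before bead stimulation (anti-CD3, anti-CD4, anti-CD28); memory T cells served as non-tolerant control.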
PI5P4Ka inh: blocks human PI5P4K alpha kinase activity; PI5P4Kalpha enzyme, ADP-Glo luminescence, 60 min; stronger effect = lower value; max response, %; 330,000 compounds, 1.2% hits; active = max response of -50% or lower; inconclusive = between -30% and -50%; inactive = -30% or higher; note: value at the top dose of about 77 µM; % is set by controls: 0 for no effect and ±100 for the full control effect
Target sequence (P48426 whole entry, looked up): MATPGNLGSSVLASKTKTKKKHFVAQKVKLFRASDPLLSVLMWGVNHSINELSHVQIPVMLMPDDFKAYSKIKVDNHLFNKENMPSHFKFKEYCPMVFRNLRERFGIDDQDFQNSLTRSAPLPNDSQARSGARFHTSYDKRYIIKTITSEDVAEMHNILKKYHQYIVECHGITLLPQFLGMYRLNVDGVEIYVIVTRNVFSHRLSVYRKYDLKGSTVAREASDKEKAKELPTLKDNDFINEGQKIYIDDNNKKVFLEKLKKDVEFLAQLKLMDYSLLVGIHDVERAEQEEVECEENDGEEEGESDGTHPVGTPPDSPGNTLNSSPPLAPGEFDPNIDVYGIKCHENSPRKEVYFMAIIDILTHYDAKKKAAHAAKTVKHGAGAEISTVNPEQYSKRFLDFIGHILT
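Luminescence from ADP-Glo served as readout of PI5P4Kalpha activity in a qHTS format. Reaction: enzyme, substrate, compound, ATP at 5 microM final, 60 min at RT.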
PLK1 PBD block: PLK1 (human) polo-box domain binding inhibition; P53350; Plk1 PBD binding of FITC phosphopeptide, fluorescence polarization; Potency, µM, for the others: max response, negative = inhibition, hits mostly inhibitors; 360,000 compounds, 2.8% hits; AID 720504; note: potency is the fitted concentration of half-maximal effect; series mostly up to about 57 µM; % is set by controls: 0 for no effect and ±100 for the full control effect; nearly all actives have a fitted effect of over 65% in size
Target sequence (P53350 whole entry, looked up, the tested form may be a part): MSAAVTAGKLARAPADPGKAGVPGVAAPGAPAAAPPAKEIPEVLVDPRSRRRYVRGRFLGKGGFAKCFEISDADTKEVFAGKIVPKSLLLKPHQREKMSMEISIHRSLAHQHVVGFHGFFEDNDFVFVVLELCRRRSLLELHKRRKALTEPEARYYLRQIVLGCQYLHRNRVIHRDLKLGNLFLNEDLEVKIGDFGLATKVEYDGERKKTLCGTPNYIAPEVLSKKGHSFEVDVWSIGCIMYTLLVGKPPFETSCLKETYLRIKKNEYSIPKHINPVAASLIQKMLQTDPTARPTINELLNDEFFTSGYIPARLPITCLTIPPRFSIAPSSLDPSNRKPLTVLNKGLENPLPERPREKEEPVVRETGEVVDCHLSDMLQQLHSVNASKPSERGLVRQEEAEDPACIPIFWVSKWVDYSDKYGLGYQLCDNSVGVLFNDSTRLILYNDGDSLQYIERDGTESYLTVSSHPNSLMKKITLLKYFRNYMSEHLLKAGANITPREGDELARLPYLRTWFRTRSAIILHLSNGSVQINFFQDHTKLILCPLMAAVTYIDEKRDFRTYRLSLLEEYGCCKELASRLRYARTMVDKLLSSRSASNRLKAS
EPAC2 agonist: agonists of human EPAC2 (RAPGEF4) | Q8WZA2 | EPAC2 activation, biochemical qHTS; response scale: 100% = 6.5 mM cAMP response | Potency, µM (doses to about 154 µM), inactives show top-dose activation, hits mostly activators | 360,000 compounds, 0.079% hits | AID 720711; note: potency is the fitted concentration of half-maximal effect; nearly all actives have a fitted effect of over 50% in size
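Readout is BODIPY fluorescence (480 nm excitation, 540 nm emission), which falls as labeled GDP is exchanged off Rap1B. EPAC2 at 100 nM acted on 250 nM RAP1B-BODIPY-GDP with 50 uM GDP present.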
* marks the source's active call; other numbers are inactive results; ? = inconclusive; nt = no result given; [ ] = remark or other dose. Unless noted, calls come from the whole dose curve; as a rule, active = well fitted curve in the direction sought with a large enough effect; inconclusive = small, poorly fitted or top-dose-only effect, or another doubt; inactive = no such curve, though single readings can be large; an effect the other way counts as inactive or inconclusive.

SMILES | CCT modulator | WRN helicase inh | EPAC1 antagonist | EPAC1 agonist | IL-2 act | PI5P4Ka inh | PLK1 PBD block | EPAC2 agonist
Cc1ccc2c(CN3CCN(C(=O)c4ccco4)CC3)cc(=O)oc2c1C | 1.8 | -3% | 0% | -8% | -2.8 | -4 | 0% | -2%
S=c1[nH]nc(COc2ccccc2)n1/N=C/c1cccs1 | 0.3 | -3% | 10% | 7% | 1.0 | 8 | -26% | -9%
CCOc1ccc(Nc2nc(N3CCCCC3)nc(N3CCCCC3)n2)cc1 | 1.2 | -3% | 6% | 3% | -0.9 | nt | -5% | 7%
CCN(CC(=O)Nc1c(F)cccc1F)C(=O)c1ccc(=O)n(Cc2ccccc2)n1 | 0.2 | -6% | -3% | 2% | 1.8 | -1 | -7% | 10%
COc1ccccc1N1CCN(C(=O)c2cc(=O)c3c(C)cc(C)cc3o2)CC1 | -20 | -5%[57.1 µM] | 0% | -12% | -2.4 | 2 | -5% | -1%
C[C@H]1CN=C(N(C)C)N1CC1CCC(C(C)(C)C)CC1 (stereo not given in full) | 1.8 | 0% | 9% | -5% | -0.6 | -3 | 2% | -3%
Cc1cc(NC(=O)CCC(=O)N(c2ccccc2)C(C(=O)NC2CCCC2)c2ccccc2F)no1 (stereo not given) | 0.0 | 1% | -10% | -4% | -0.5 | 0 | 1% | -3%
CCCCN=c1scc(-c2ccc3c(c2)NC(=O)CO3)n1N=C1CCCC1 | -1.9 | -18% | -19% | 23% | -1.7 | nt | 17µM* | 20%
CCCCCCCn1c(=N)n(CC(=O)c2ccco2)c2ccccc21 | -1.0 | -4% | -12% | -12% | -1.9 | -3 | -5% | 3%
COc1ccccc1C(=O)N/N=C(\C)c1ccc(NC(=O)Cc2ccccc2)cc1 | -1.8 | 6% | 4% | 10% | -0.7 | -2 | -5% | 0%

Continued; the last 3 above are carried over.
SMILES | CCT modulator | WRN helicase inh | EPAC1 antagonist | EPAC1 agonist | IL-2 act | PI5P4Ka inh | PLK1 PBD block | EPAC2 agonist
CCCCN=c1scc(-c2ccc3c(c2)NC(=O)CO3)n1N=C1CCCC1 | -1.9 | -18% | -19% | 23% | -1.7 | nt | 17µM* | 20%
CCCCCCCn1c(=N)n(CC(=O)c2ccco2)c2ccccc21 | -1.0 | -4% | -12% | -12% | -1.9 | -3 | -5% | 3%
COc1ccccc1C(=O)N/N=C(\C)c1ccc(NC(=O)Cc2ccccc2)cc1 | -1.8 | 6% | 4% | 10% | -0.7 | -2 | -5% | 0%
CCc1ccc(OCC(=O)NNC(=O)c2cnccn2)c(Br)c1 | -0.7 | 11% | 3% | -13% | -4.0 | 0 | 3% | 1%
O=C(Oc1ccc(-c2csnn2)cc1)C1CC1 | 0.1 | 8% | 15% | 7% | 0.4 | 0 | -6% | 10%
COc1ccc(C(=O)NCC2CCCCC2)cc1S(=O)(=O)N1CCOCC1 | -2.4 | 2% | 4% | 0% | -0.6 | 3 | 0% | 4%
COc1ccc(NC(=O)CCSc2nnnn2C)cc1 | -4.3 | 3% | -3% | -1% | -0.1 | -2 | 9% | 7%
COc1ccc(-c2[nH]ncc2CN(C)CCc2c(C)n[nH]c2C)c(F)c1 | -0.4 | -4% | -14% | 1% | -0.3 | 6 | -18% | 12%
Fc1ccc(/C=N/N2CCCCC2)c(F)c1 | -5.2 | -7% | -6% | -3% | -0.5 | -2 | 0% | 4%
O=c1[nH]c2ccccc2c2cn(-c3ccccc3)nc12 | -2.0 | -12% | 5% | 0% | 1.4 | 5 | -2% | -5%
CC(C)CCNc1c(-c2cccs2)nc2ccccn12 | -1.7 | -7% | -14% | 3% | -0.4 | 1 | 0% | -1%
O=C(Nc1ccc(Nc2ccccc2)cc1)c1ccc(Cl)cc1[N+](=O)[O-] | 2.3 | -12% | -23% | 0% | 0.7 | 0 | 2% | -1%
OCCCNc1nc(-c2ccc(Br)cc2)nnc1-c1ccc(Cl)cc1 | 0.4 | -5% | -10% | 0% | 0.0 | 0 | 3% | 9%
CSCCC(NC(=O)c1ccccc1Br)C(=O)NCC1CCCCC1 (stereo not given) | 1.3 | -5%[57.1 µM] | -15% | -4% | -1.4 | 3 | 1% | 4%
CNC(=O)CN1C(=O)CSc2ncccc21 | -1.3 | 2% | -2% | -4% | -1.2 | 0 | -6% | -1%
Nc1nnc(SCCOc2ccc(Br)cc2)s1 | 3.3 | 1% | 8% | 4% | 2.5 | 1 | -5% | -10%
CC(=O)Oc1c(C)c(C)c2c(c1C)CC[C@@](C)(CCC[C@H](C)CCC[C@H](C)CCCC(C)C)O2 | -2.1 | 7% | -24% | -16% | -0.2 | -3 | -17% | -2%
CC(C)(C)c1ccc(S(=O)(=O)NC(=O)C2(C)CCN2C(=O)C2(c3ccccc3)CC2)cc1 (stereo not given) | -2.0 | -11% | -5% | -6% | 1.9 | 0 | -7% | 5%
Cc1ncc(CO)c(/C=N/NC(=O)c2cc3c(s2)CCCC3)c1O | 2.3 | -14% | -3% | 18% | -0.2 | 0 | -4% | 11%
Cc1ccc2c(c1)nnn2C1CCN(CC(=O)NCCc2ccccc2)CC1 | -5.0 | -5% | -1% | 5% | -2.8 | nt | -8% | 8%
CCC(C)N(C)C1CCN(C(=S)Nc2ccc(OC)cc2)CC1 (stereo not given) | -2.1 | 5% | 6% | -1% | -4.4 | -6 | -1% | 4%
Cc1nc2ccccc2nc1NS(=O)(=O)c1ccc(N)cc1 | -1.4 | 2% | 11% | 3% | -0.2 | 2 | -1% | 2%
CN(Cc1nc2ccccc2c(=O)[nH]1)C(=O)c1cccc(S(=O)(=O)N2CCc3ccccc32)c1 | 0.9 | -6% | 1% | 5% | -4.6 | -5 | 4% | -3%
COc1ccccc1N1C(=O)c2cccnc2C1=O | -0.1 | 12% | -5% | -10% | -0.5 | -8 | -4% | -1%
NNC(=O)CC1=NNC(=O)C1 | 0.8 | 0% | -2% | -4% | 0.1 | 1 | 3% | 2%
CN1CC(c2ccccc2)C(c2ccc(Cl)cc2)=N1 (stereo not given) | -2.0 | -35%[57.1 µM] | 8% | -10% | -0.5 | -1 | 4% | 12%
CC1Cc2[nH]c(=S)[nH]c(=O)c2C(C(C)C)O1 (stereo not given) | -0.8 | -5% | -8% | -2% | 0.3 | -3 | -3% | 10%
CCC1NC(=O)c2cc3ccccc3cc2-n2c1nc1cc(F)ccc1c2=O (stereo not given) | 0.8 | 1% | 14% | 2% | -2.7 | -2 | -1% | -2%
CN(C)c1ccc(CNC(=O)C2Cc3c(-c4ccccc4Oc4ccccc4)ccnc3O2)cc1 (stereo not given) | 0.5 | -8% | ? | 4% | -0.3 | 1 | -1% | 3%
OC(CSc1ccccc1)CN1CCN(c2ccccc2)CC1 (stereo not given) | -0.8 | -6% | -3% | 4% | -0.3 | 1 | 2% | 6%
O=C(COc1ncnc2ccccc12)NC1CCCCC1 | 2.7 | 1% | -21% | 0% | 1.6 | -1 | 0% | 2%
COc1cccc(/C=C2\SC(=S)N(N3CCOCC3)C2=O)c1OC | -0.6 | -15%[57.1 µM] | -8% | 13% | -1.9 | 11 | -3% | 8%
CCC(C)NCCOCCSc1ccc(Cl)cc1 (stereo not given) | -3.4 | -6% | -7% | 5% | 1.3 | -1 | -17% | 9%
Cc1ccc(NC(=O)c2ccc3nc(N4CCOCC4)sc3c2)c(Cl)c1 | -0.6 | -4% | 4% | 8% | 2.4 | 4 | ? | 7%
Cc1cc(Cl)c(OCCN2C(=O)NC(C)(C)C2=O)c(Br)c1 | -3.0 | 3% | 1% | 0% | 1.4 | 5 | 0% | 0%
Cn1c(=O)[nH]c(=O)c2c1nc(Br)n2Cc1cccc(Br)c1 | -3.3 | 0% | -3% | 6% | -0.7 | 3 | -14% | 4%
CCCCNC(=O)c1ccc2nc(CC)c(N(C)Cc3cccs3)n2c1 | 0.2 | -5% | -2% | -1% | -0.3 | ? | -4% | 6%
CN(C(=O)CSc1nnc(-c2ccncc2)n1C)C1CCS(=O)(=O)C1 (stereo not given) | -2.0 | -6% | 9% | 14% | -0.7 | 8 | -6% | 5%
Oc1c(Br)cc(Br)cc1C=Nc1ccc2c(c1)OCO2 | -1.5 | -21% | 15% | 7% | -2.0 | ? | -15% | 10%
CCn1cc([N+](=O)[O-])c(C(=O)Nc2ccn(C34CC5CC(CC(C5)C3)C4)n2)n1 | 1.1 | -16% | 2% | -6% | -0.1 | 1 | -4% | -8%
CCCCNC(=O)CN(C1CCCCC1)S(C)(=O)=O | -1.1 | 4% | -3% | 7% | -1.3 | nt | -10% | -3%
COC(=O)c1cc(C)sc1NC(=O)C1C2C=CC(CC2)C1C(=O)O (stereo not given) | -1.4 | -12% | 9% | 4% | -2.6 | 4 | -11% | 3%
COC(=O)C1CCN(C(=O)C2CCN(C(=O)[C@@H](NS(=O)(=O)c3ccc(C)cc3)C(C)C)CC2)CC1 | -0.4 | 3% | -9% | 4% | 1.8 | 1 | -2% | 4%
Nc1cc(N)nc(SCC(=O)NCCC2=CCCCC2)n1 | -2.3 | 10% | -4% | 7% | -0.1 | -11 | -7% | -1%
N#CCSc1nnc(SCC#N)s1 | -2.2 | ? | -11% | 9% | 2.2 | -75* | -13% | 0%
COc1cccc(-c2ncc3ccccc3c2COC(=O)c2ccc(Br)cc2)c1 | -0.1 | -1% | -8% | -20% | 0.0 | 15 | -2% | 2%
Cc1nn(-c2ccccc2)c(Cl)c1/C=N/NC(=O)c1cccnc1 | 1.4 | 3% | 20% | 0% | -2.6 | 7 | -10% | 7%
Cc1cccc(N2CCN(C(=O)CCS(=O)(=O)c3ccc4c(c3)NC(=O)C(C)S4)CC2)c1C (stereo not given) | 0.1 | 8% | -5% | 9% | 1.6 | 6 | -10% | -3%
Cc1ccc(CS(=O)Cc2ccc(C(=O)N3CCOCC3)o2)cc1 (stereo not given) | -1.6 | -6% | 3% | 15% | -1.7 | 1 | -9% | 5%
CC(=O)Oc1ccc2c(C)c(CC(C)O)c(=O)oc2c1 (stereo not given) | -1.8 | 2% | -10% | 3% | -2.2 | -6 | -9% | 3%
CCOc1ccccc1OCC(=O)Oc1ccc(C)c(C)c1 | 0.6 | 4% | -19% | -2% | 2.3 | 5 | 0% | 4%
C/C(=N\NC(=O)c1cccc(S(=O)(=O)N2CCCC2)c1)c1ccncc1 | -1.5 | -1% | -7% | 12% | 1.7 | 0 | 0% | 6%

This is a subset; count on the stated rates, not on these rows.
